Bioassay records (PubChem)
b-catenin transl = modulators of beta-catenin nuclear translocation, primary screen, imaging, HeLa cells, immunofluorescence, high-content | 190,000 tested, 0.3% active | nuclear translocation activity, % at 5 µM | AID 1665, 2009;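 active = nuclear translocation activity above 50% at 5 µM, with a well cell count of 50 or more; inconclusive = wells under 50 cells across six images, flagged as toxic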;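 note: per-cell ratio of nuclear to cytoplasmic median beta-catenin stain intensity; plate controls were DMSO negative control for no effect and GSK-3 inhibitor IX positive control for full effect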
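System: Human HeLa cells, endogenous beta-catenin | Compound dosing: 5 µM primary, 0.02–20 µM confirmation | Timing: 24 h compound exposure at 37°C, 5% CO2 | Measured by: Fluorescence imaging of beta-catenin antibody stain plus DAPI | Read-out basis: % activation of per-cell nuclear versus cytoplasmic median beta-catenin signal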
WT yeast gro inh = growth inhibition of WT strain, primary screen, mitochondrial fusion inhibitor project, WT and mutant strains, chemical genetic. AID 1362, 2008. 190,000 tested, 2.1% active. inhibition, % at 10 µM. mitochondrial fusion phenotypic screen; in the data active = inhibition above about 58%; tested in S. cerevisiae
Insulin prom up = insulin promoter activators in MIN6 cells, imaging, high-content screening, mouse beta cells; MIN6 insulin promoter-GFP reporter; hits give high values; z-score at 5 µM; 190,000 tested, 0.3% active;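 active = z-score above 3 at 5 µM with at least 500 cells counted in the well; inconclusive = wells under 500 cells, flagged as cytotoxic or low count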
Hep lipid drop = inhibitors of hepatocyte lipid droplet formation, primary screen, imaging, high-throughput imaging, BODIPY stain; AID 1656, 2009; inhibition, % at 6.5 µM; 240,000 tested, 0.4% active; AML12 mouse hepatocytes, oleate lipid droplets;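 active = lipid droplet intensity inhibited by at least 50%, with more than 500 cells counted; inconclusive = wells with under 300 cells, treated as cytotoxic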
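Assay system: AML12 hepatocytes (mouse) / Also added: 100 µM oleic acid challenge / Times: overnight treatment with compound plus oleate / Detection: high-content imaging of BODIPY-stained droplets and DAPI nuclei / Evaluation: % inhibition of lipid droplet signal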
Autophagy HCS = autophagy modulators in MEF cells, primary screen, imaging, high-content, MEF GFP-LC3. MEF GFP-LC3 puncta imaging; test concentration mostly 10 µM. calls only at 10 µM (by protocol). 190,000 tested, 0.98% active. AID 463193, 2010;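 active = percentage of spot-positive cells more than 3 SD above its plate mean, without a fluorescence outlier flag or 80% toxicity; inconclusive = no clear call, values can overlap the other calls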;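 note: spot-positive cell cutoff set from DMSO-treated cells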
West Nile antiviral = West Nile virus antiviral activity, cell-based, CPE readout (AID 1621); 290,000 tested, 0.02% active; one-dose CPE inhibition, % at 10 µM; IC50 in µM for titrated hits; West Nile virus-infected cells, CPE inhibition; higher % means a stronger effect; in the data active = a potency from the dose series; inconclusive = CPE inhibition mostly from about 3.7% at the one dose, without a potency; inactive = the rest, 99 in 100 with CPE inhibition below about 2.2%; note: strong numbers were not always called active
MT stabilize HCS = microtubule stabilizers in HeLa cells, primary screen, imaging, high-content imaging | 200,000 tested, 0.83% active | % tubulin-high responders, % at 10 µM | AID 2205, 2009 | HeLa tubulin immunostaining HCS, 24 h; share of cells brighter than vehicle mean+2SD;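 active = plate Z-score above 3 for both tubulin-high and condensed-nucleus cell shares, with cell loss under 80%, at 10 µM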;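 note: anti alpha tubulin signal scored within the nucleus-defined area of each cell; some results filed as inactive read as strong as hits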
T cell modulator = modulators of CD8 T cell-vesicle binding, primary screen, mouse 2C CD8+ T cells, flow cytometry | 330,000 tested, 0.068% active | 2C CD8+ T cell-vesicle binding; hits give low values | calls only at 7 µM | AID 2052, 2009;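 active = response, share of CD8 T cells binding vesicles, and their 90th percentile fluorescence all below set limits, cut at about 80% in these data, passing the limit was not always enough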
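Material: murine 2C transgenic CD8+ T lymphocytes / Also added: QL9-peptide-loaded Drosophila micro-vesicles bearing Ld, ICAM-1 and B7-1 / Schedule: binding step 1.5 h, 37 °C, antibody labelling 20 min, ice / Signal: flow cytometry, PE anti-B7-1 (FL2) versus Alexa647 anti-CD8 (FL8), PFA-fixed / Evaluation: percent CD8+ FL2 mean versus row control / Benchmarks: naked versus QL9-loaded vesicles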
Myeloid diff 2 = induction of myeloid progenitor differentiation, primary screen, cell-based, flow cytometry, MLPCN library | ER-HoxA9 myeloid progenitors, lysozyme-GFP differentiation | calls only at 10 µM | 360,000 tested, 1% active;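 active = normalized GFP-positive differentiation at or above the plate's own cutoff, the solvent-only control mean plus 3 SD; inconclusive = no clear call, values can overlap the other calls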;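 note: cells exposed to compound for four days before flow analysis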
WT yeast gro inh mutant strain = recorded beside WT yeast gro inh, whose call it bears; inhibition, %; mitochondrial fusion phenotypic screen, mutant strain inhibition
Insulin prom up cell count = also measured in Insulin prom up; calls as there; cell count; measured here: cytotoxicity, nuclei count;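 total cells summed across four imaged fields per well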
Hep lipid drop cells 6.5 µM = further read-out of Hep lipid drop, marked with its call; cell count; measured here: cell count, cytotoxicity flag;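 cells counted across two imaged fields per well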
b-catenin transl cell count 5 µM = further read-out of b-catenin transl, marked with its call; cell count; measured here: cell count, cytotoxicity flag
T cell modulator vesicle-bound % = also measured in T cell modulator; calls as there; double positive events, %; measured here: CD8+ vesicle-bound cell fraction;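 binding gate set so that unloaded-vesicle control wells show 10% double positive cells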
MT stabilize HCS Hoechst-high % = also measured in MT stabilize HCS; calls as there; % Hoechst-high responders; measured here: nuclear condensation Hoechst responders;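 share of cells brighter than vehicle mean plus two SD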
MT stabilize HCS cytotoxicity % = also measured in MT stabilize HCS; calls as there; toxicity, %; measured here: cytotoxicity by cell density;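 0% = mean cell density of plate MIN control wells and 100% = no cells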
Autophagy HCS cell loss 18 h = second read-out of Autophagy HCS, no call of its own (marks repeat the call); toxicity, %; measured here: cell loss, nuclei count;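 cell loss after 18 h compound exposure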
Myeloid diff 2 GFP+ MAC1+ % = also measured in Myeloid diff 2; calls as there; GFP+ MAC1+ double positive, %; measured here: differentiation confirmed by MAC1 staining
The depositor's hits bear a star; i = inactive; ? = inconclusive; / = not tested or not shown.

SMILES	b-catenin transl	b-catenin transl cell count 5 µM	WT yeast gro inh	WT yeast gro inh mutant strain	Insulin prom up	Insulin prom up cell count	Hep lipid drop	Hep lipid drop cells 6.5 µM	Autophagy HCS	Autophagy HCS cell loss 18 h	West Nile antiviral	MT stabilize HCS	MT stabilize HCS Hoechst-high %	MT stabilize HCS cytotoxicity %	T cell modulator	T cell modulator vesicle-bound %	Myeloid diff 2	Myeloid diff 2 GFP+ MAC1+ %
Cc1cc2c(N3CCCCC3C)ncnc2s1 (stereo not drawn)	-3.8	1118	13	2	0.25	1992	-14	632	i	3	-0.2%	6.0	4.2	3.2	i	38	i	0.8
O=C1NN(c2ccccc2)C(=O)/C1=C/c1coc2ccccc2c1=O	-2.2	486	-1	13	0.91	1188	-2	606	i	-2	-0.2%	3.5	2.3	7.4	i	40	i	0.5
CN1C(=O)c2ccc(NC(=O)CSc3ccccc3)cc2C1=O	/	/	/	/	/	/	1	766	/	/	0.2%	/	/	/	i	32	i	0.7
Cc1ccc(NC(=S)N(C)Cc2cn(C)c3ccccc23)cc1	-1.1	979	34	29	-0.44	1197	-48	575	i	6	-1.0%	2.0	2.7	4.9	i	6	i	0.3
CN(c1nc2ccccc2n2c(C3CC3)nnc12)S(=O)(=O)c1ccccc1	1.9	1325	/	/	-0.92	1064	-1	671	/	/	0.2%	/	/	/	i	39	i	0.6
CCOc1ccccc1CN1CCN(CCCc2ccccc2)CC1CCO (stereo not drawn)	/	/	/	/	/	/	-8	796	/	/	-1.4%	/	/	/	i	45	i	0.3
Cc1ccc(N(CC(=O)NC2CCCCC2)C(=O)Cn2nnc(-c3ccc(C)o3)n2)cc1	0.9	964	5	4	/	/	-20	682	i	16	-0.3%	1.5	1.7	8.7	i	10	i	0.6
CC(=O)c1c(C)n(CC(=O)NCc2ccco2)c2ccccc12	-5.4	1098	-7	11	-0.21	1586	-1	701	i	1	-0.8%	4.9	2.0	7.1	i	32	i	1.2
Cc1cccc(Cn2c(N3CCN(c4ccccc4)CC3)nc3c2c(=O)n(C)c(=O)n3C)c1	-5.1	938	6	1	0.62	1215	/	/	i	-17	-0.1%	1.9	2.3	6.3	i	40	i	1.1
O=C(Nc1ccc2c(c1)OCCO2)C1CCCN1S(=O)(=O)c1cccc2cccnc12 (stereo not drawn)	0.7	1082	-2	-7	-1.6	1511	23	706	i	8	-1.1%	7.6	2.8	1.6	i	37	i	0.5
CC(=O)Nc1ccc(S(=O)(=O)NNc2cccc(C)c2)cc1	/	/	/	/	/	/	-2	817	/	/	-1.0%	/	/	/	i	16	i	1.0
CCCCc1ccc(Nc2nc(N3CCOCC3)nc(N3CCOCC3)n2)cc1	/	/	/	/	/	/	-4	762	/	/	0.3%	/	/	/	i	13	i	3.6
CCC12CN(C(=O)c3ccc(OC)cc3)CC(CC)(CN(C(=O)c3ccc(OC)cc3)C1)C2=O	-9.2	1038	-11	-27	-1.1	1299	/	/	i	17	-0.1%	6.7	3.7	3.3	i	55	i	0.6
CCOC(=O)CC1=C(C#N)C(c2cccnc2)C(C(=O)OCC)=C(N)O1 (stereo not drawn)	-0.7	1064	-7	-2	-0.45	1267	-5	763	i	17	0.9%	6.4	2.6	10.0	i	21	i	1.2
O=C(N/N=C/c1ccccc1Cl)c1n[nH]c2c1CCCC2	1.4	927	6	4	-0.1	1220	-5	598	i	1	-0.1%	3.3	1.4	1.2	i	63	i	0.3
COc1ccc2[nH]c3c(=O)n(CCN4CCOCC4)cnc3c2c1	-0.9	1347	/	/	0.29	1036	5	744	/	/	-0.1%	/	/	/	i	19	i	0.6
CNC(=O)C1C(=S)NC(N)=C(C#N)C1c1ccccc1 (stereo not drawn)	/	/	11	19	0.93	918	6	827	i	-22	?	0.9	1.6	16	i	55	i	1.4
COc1cccc(NC(=O)C(Sc2nnc(-c3ccncc3)n2-c2ccc(Cl)cc2)c2ccccc2)c1 (stereo not drawn)	/	/	17	-7	-0.31	1267	/	/	i	36	-1.1%	6.5	2.3	14	i	3	i	0.0
C/C(=N\NC(=O)CC#N)C1COc2ccccc2O1 (stereo not drawn)	-2.5	1098	-8	-11	0.13	1440	6	702	i	3	0.3%	3.1	1.9	8.1	i	44	i	0.1
Cc1csc(=Nc2cccnc2)n1Cc1ccco1	0.2	1145	3	-10	-0.87	1234	9	696	i	-4	0.0%	3.0	0.7	6.7	i	34	i	0.4
Cc1cccn2c(=O)c(C=Nc3ccccc3)c(NCCO)nc12	-2.0	1144	22	12	2.1	1197	/	/	i	-7	0.4%	3.0	1.3	2.1	i	54	i	2.0
COC(=O)[C@H](C)NC(=O)Nc1cc(OC)ccc1OC	-0.6	1065	16	2	0.62	1860	-24	707	i	1	0.5%	0.9	1.4	5.2	i	46	i	5.6
CN(C)c1nnnn1-c1cccc(Oc2ncc(C(F)(F)F)cc2Cl)c1	-0.5	1172	-7	-19	-1.6	1410	-15	766	i	-8	-1.3%	2.2	3.0	8.5	i	32	i	0.2
O=C(c1ccco1)N1CCN(C(c2coc3ccc(Cl)cc3c2=O)c2nnnn2C2CCCC2)CC1 (stereo not drawn)	/	/	/	/	/	/	/	/	i	-4	0.3%	4.9	2.9	0.3	i	10	/	/
CCCC1CCC(C(=O)Nn2c(C)nc3ccccc3c2=O)CC1 (stereo not drawn)	-1.4	1216	6	-2	/	/	0	713	i	-4	-0.5%	2.4	0.5	15	i	11	i	0.7
Next part:
SMILES	b-catenin transl	b-catenin transl cell count 5 µM	WT yeast gro inh	WT yeast gro inh mutant strain	Insulin prom up	Insulin prom up cell count	Hep lipid drop	Hep lipid drop cells 6.5 µM	Autophagy HCS	Autophagy HCS cell loss 18 h	West Nile antiviral	MT stabilize HCS	MT stabilize HCS Hoechst-high %	MT stabilize HCS cytotoxicity %	T cell modulator	T cell modulator vesicle-bound %	Myeloid diff 2	Myeloid diff 2 GFP+ MAC1+ %
N#CCCN(C(=O)COC(=O)c1ccc(CNS(=O)(=O)c2ccc(F)c(Cl)c2)cc1)c1ccc(F)cc1	-0.4	1040	-11	4	0.63	1335	9	537	i	-2	-0.3%	2.4	2.7	7.0	i	45	i	0.9
O=c1[nH]c2ccccc2c(O)c1-c1ccccc1	-3.1	1088	/	/	0.19	694	-14	658	/	/	-0.3%	/	/	/	i	38	i	5.4
Cc1c(/C=N/NC(=O)CNc2ccccc2)c2ccccn2c1C(=O)c1ccccc1	-0.3	1017	11	10	-0.2	1358	7	727	i	6	0.5%	6.1	1.8	6.9	i	45	i	0.3
COc1ccccc1S(=O)(=O)c1c(C)cc(C)[nH]c1=O	/	/	/	/	/	/	-1	824	/	/	-0.2%	/	/	/	i	49	i	0.8
Cc1ccc(C(C)C)c(OCC(=O)OCc2c(C)noc2C)c1	-1.5	1186	10	-16	-0.25	1247	/	/	i	-7	-0.7%	5.1	2.0	8.8	i	47	i	1.0
CC(=O)c1cccc(N(C(=O)CNC(=O)c2ccco2)C(C(=O)NCC2CCCO2)c2ccccc2)c1 (stereo not drawn)	/	/	/	/	/	/	-6	748	/	/	-0.5%	/	/	/	i	60	i	5.4
Cc1nn(Cc2c(Cl)cccc2Cl)c(C)c1NC(=O)c1cc(C(C)C)on1	-2.4	1116	17	7	-1.2	914	/	/	/	/	-0.1%	5.1	3.6	2.9	i	12	i	3.3
C=CC[n+]1c(-c2ccc(OC)c(OC)c2)csc1NNC(=O)Nc1ccccc1	0.6	1371	2	8	-2.3	1555	/	/	i	15	?	2.1	1.6	11	i	18	i	3.1
CSc1nc(-c2ccc(Cl)cc2)nn1S(=O)(=O)c1ccc(Cl)cc1	-2.3	1173	-1	0	0.22	1125	33	735	i	-7	-0.2%	2.3	2.4	9.5	i	19	i	0.4
COc1ccccc1-c1nnc(SC)n1C	-1.4	1123	1	8	0.98	1323	0	724	i	-6	0.0%	1.7	1.1	2.5	i	23	i	0.8
O=C(OCc1cccc([N+](=O)[O-])c1)c1cccnc1	-0.5	1462	19	-5	1.9	1449	8	752	i	-9	0.6%	2.6	1.7	4.9	i	47	i	0.1
COc1ccc(C(=O)N/N=C(\C)c2ccccn2)cc1OC	/	/	/	/	/	/	-87	466	/	/	3.1%	/	/	/	i	9	?	/
CCOC(=O)N1CCN(Cc2c(F)cccc2F)CC1	/	/	-18	13	/	/	5	788	i	33	0.3%	2.2	2.2	3.4	i	42	i	1.3
